Bioassay records as filed in PubChem BioAssay.
INS-1E GSIS act = GLuc luminescence reporter in INS-1E cells, primary screen for activators of glucose-dependent secretion of insulin. INS-1E GLuc reporter insulin secretion, 2-3 h. activation, % at 16.6 µM. 370,000 compounds, 0.61% hits. AID 743287, 2014;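 active = lowest replicate activation of at least 40%, so every replicate reaches that level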;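 note: 0% = median of neutral control wells and 100% = median of IBMX positive control wells; some compounds called inactive have numbers as strong as hits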
Statin myotox sup = suppressors of statin myotoxicity in C2C12 myotubes, primary screen, cell-based, single point, plate reader; C2C12 myotubes + simvastatin, ATP luminescence, 48 h; scaled: DMSO 0, geranylgeraniol control 100; rescue of ATP level, % at 7.49 µM; 330,000 compounds, 0.78% hits;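 active = mean ATP rescue above about 67%, or every replicate alone reaching that limit, limit read from the data, passing the limit was not always enough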;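 note: myotubes were challenged with 10 µM simvastatin during compound exposure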
CFTR F508del cor = F508del CFTR correction, initial screen, CFBE line, single point | CFBE cells, YFP halide quenching; stimulated with forskolin plus potentiator P3; % fluorescence drop versus neutral controls | activity (quench increase), % at 7.58 µM | 350,000 compounds, 0.36% hits | AID 720511, 2013;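 active = mean added fluorescence quench of at least 8% versus neutral control, with both replicates also reaching 8%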;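 note: cells transiently co-express mutant CFTR-F508del with the halide-sensitive YFP; corrector assay measuring rescue of mutant channel to the surface after 24 h compound exposure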
FN deposit inh = inhibitors of fibronectin matrix deposition, primary screen, AH1F cells, Alexa488-fibronectin fluorescence, plate reader; AH1F fibroblasts, overnight; inhibition, % at 12.6 µM; 350,000 compounds, 0.086% hits; AID 743247, 2014;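 active = mean inhibition across replicates of 30% or more, regardless of how many single replicates reach that level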;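 note: positive control wells lacked labelled fibronectin entirely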
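Assay system: AH1F fibroblasts / Quantity: 10000 cells per well / Medium: DMEM plus 2% serum, read in PBS / Reagent: labelled fibronectin 24 nM / Dosing: single dose, pinned / Times: 1 h cell attachment, overnight exposure to compound and label / Signal: fluorescence, ex 485 nm, em 525 nm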
Cneo AK release = Cryptococcus neoformans cell lysis inducers, primary screen, AK release luminescence, single concentration | lysis activity, % at 15 µM | C. neoformans lysis, adenylate kinase release luminescence, 4 h; normalised: neutral wells 0, clomiphene wells 100 | 360,000 compounds, 0.2% hits;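 active = mean lysis activity across replicates of at least 80%, whatever share of replicates individually reach that level; inactive = mean lysis activity below 80%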
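Assay system: C. neoformans cells. Amount: yeast cell density of 5 × 10^6 cells/mL. Technique: AK luminescence. Buffer or medium: YPD. Times: static 4 h at 37 °C with compound, 1 h detection. Dosing: single-point compound dose. Read-out: lysis from increased AK signal.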
PglD DTNB = C. jejuni PglD acetyltransferase inhibitors, primary screen, biochemical, DTNB colorimetric, single point; UDP-N-acetylbacillosamine N-acetyltransferase PglD (Campylobacter jejuni); purified PglD enzyme, DTNB colorimetric CoA detection; inhibition, % at 12.5 µM; 360,000 compounds, 0.098% hits; AID 602405, 2012; in the data active = inhibition above about 16%, passing the limit was not always enough; note: strong numbers were not always called active
PGC1a acetyl inh = inhibitors of PGC1a acetylation signal, primary screen, cell-based, U2OS, AlphaScreen, inhibitor mode; AlphaScreen anti-acetyl-lysine; with virally co-expressed GCN5 acetyltransferase; inhibition, % at 15.6 µM; 350,000 compounds, 0.17% hits; AID 651687, 2012;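 active = every replicate shows inhibition of at least 40%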;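 note: 0% = neutral control wells and 100% = positive control wells; some results beyond the cut were filed as inactive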
miR-122 sensor = miR-122 Renilla sensor signal increase in Huh7, primary screen, miR-122 inhibitor project, cell-based, single point, plate reader; Huh7 miR-122 Renilla luciferase sensor, 48 h; neutral wells = 0, positive control = 100; 340,000 compounds, 0.3% hits; activation (reporter increase), % at 12.5 µM;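 active = mean replicate activation score at least 90 and every replicate individually at or above 90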;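 note: higher luciferase means less miR-122 activity so hits act as miR-122 inhibitors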
Numbers without * were called inactive; nt = not tested or not shown; & = joins results of further samples; [ ] = another dose, or the depositor's remark.

SMILES	INS-1E GSIS act	Statin myotox sup	CFTR F508del cor	FN deposit inh	Cneo AK release	PglD DTNB	PGC1a acetyl inh	miR-122 sensor
O=C(c1ccccc1)N1Cc2ccccc2[C@@H]2OC(c3ccc(OCCCO)cc3)=N[C@]2(Cc2ccccc2)C1=O	nt	nt	3.0	nt	27	-2	-8	nt
O=S(=O)(Nc1ccon1)c1ccc(F)c(F)c1	16	nt	-0.2	7	2	-1	0	-1
CC(=O)C(CC(=O)N1CCCc2ccccc21)C(=O)Nc1ccc(F)cc1 (stereo not drawn)	nt	4	nt	0	2	-3	-7	-3
Cn1cc(S(=O)(=O)N2CCCC2)cc1C(=O)NCc1ccc(F)cc1	nt	19	0.9	-8	-3	-5	nt	nt
CN(C)C(=O)C[C@H]1C=C[C@H](NS(=O)(=O)c2ccccc2)[C@H](CO)O1	21	-5	-2.6	-6	1	-2	3	-8[16.7 µM]
COc1ccccc1CN1C[C@H](C)[C@H](OC)CN(C)C(=O)c2cc(NC(C)=O)ccc2OC[C@H]1C	6	-21	-1.7	-31	-2	1	6	nt
COc1ccc(CN2CCNC(=O)C2CC(=O)NCCSc2nccn2C)c(OC)c1 (stereo not drawn)	2	1	0.0	nt	1	5	6	-3
COCC(=O)Nc1ccc2c(c1)OC[C@H](C)N(Cc1cncnc1)C[C@H](C)[C@@H](OC)CN(C)C2=O	6	-10	0.1	-9	nt	nt	-31	-2[16.7 µM]
CN(C(=O)COC(=O)c1ccc(S(=O)(=O)N2CCOCC2)cc1)c1ccccc1	7	-1	0.7	5	-1	1	3	4
O=c1cc(-c2ccccc2)nc(SCc2ccc(F)cc2)[nH]1	0	8	nt	1	nt	nt	nt	2

Random excerpt: two records from the list, in no set order.
SMILES	INS-1E GSIS act	Statin myotox sup	CFTR F508del cor	FN deposit inh	Cneo AK release	PglD DTNB	PGC1a acetyl inh	miR-122 sensor
CC(=O)C(CC(=O)N1CCCc2ccccc21)C(=O)Nc1ccc(F)cc1 (stereo not drawn)	nt	4	nt	0	2	-3	-7	-3
O=c1cc(-c2ccccc2)nc(SCc2ccc(F)cc2)[nH]1	0	8	nt	1	nt	nt	nt	2

Remaining list, next part
SMILES	INS-1E GSIS act	Statin myotox sup	CFTR F508del cor	FN deposit inh	Cneo AK release	PglD DTNB	PGC1a acetyl inh	miR-122 sensor
COc1ccc(NS(=O)(=O)c2cccc(C(=O)OCC(=O)N3CCN(c4ccc(OC)cc4)CC3)c2)cc1	-44	-7	-2.0	1	2	0	-1	-10
O=C1CC(c2cccc(Br)c2)c2cc3c(cc2N1)CCC3 (stereo not drawn)	-36	-45	nt	nt	0	6	3	25
C[C@H](CO)N1C[C@H](C)[C@H](CN(C)Cc2ccncc2)Oc2ccc(NC(=O)Nc3ccc4c(c3)OCO4)cc2CC1=O	14	-40	-1.4	nt	-2	2	7	-4[16.7 µM]
Cc1ccc(C(NC(=O)c2ccccc2S(C)(=O)=O)c2ccccc2)cc1 (stereo not drawn)	5	4	0.6	0	1	3	nt	1
CCOC(=O)N(C)C[C@H]1OCc2ccccc2-c2c(n(C)c3ccccc23)C(=O)N([C@@H](C)CO)C[C@H]1C	-14	-5	1.3	-2	-2	1	-5	nt
N#C/C(=C\c1ccccc1)C(=O)Nc1nncs1	2	nt	0.4	17	nt	nt	18	nt
CCOC(=O)/C(=N\Nc1ncnc2ccccc12)c1ccc(OC)cc1	6	18	-0.8	2	-1	-4	nt	0
O=C(CCNC(=O)c1ccc(Br)cc1)NCC(c1ccco1)N1CCCCC1 (stereo not drawn)	-6	7	-2.1	-1	-1	3	-9	0
Oc1ccc(-c2nnc(SCc3ccccc3)o2)cc1	6	21	0.5	-5	-4	1	-9	-2
CNC[C@H]1OCCCC[C@H](C)Oc2ccc(NS(C)(=O)=O)cc2C(=O)N([C@H](C)CO)C[C@H]1C	11	3	1.9	nt	-3	-1	7	8[16.7 µM]
Cc1ccc(C(=O)C2=C(O)C(=O)N(c3ncccn3)C2c2ccc(F)cc2)o1 (stereo not drawn)	-20	5	1.7	-7	-1	-13	0	-10
COc1ccc(S(=O)(=O)N[C@@H]2C=C[C@H](CC(=O)N3CCc4ccccc4C3)O[C@@H]2CO)cc1	-3	15	-1.4	7	52	-2	-3	8[16.7 µM]
O=c1cc(NCc2ccccc2)[nH]c(=O)[nH]1	12	nt	1.3	5	nt	nt	4	nt
C#CCOCCOCCOCCNc1nc(N2CCN(C(=O)C(Cc3ccc(O)cc3)n3cc(C(N)CC(C)C)nn3)CC2)nc(N2CCN(C(=O)C(Cc3ccc(O)cc3)n3cc(C(N)C(C)CC)nn3)CC2)n1 (stereo not drawn)	-1	5	0.5	-4	2	-4	5	-1
COc1cccc(/C=C2\Oc3cc(OCC(=O)N4CCCCC4)ccc3C2=O)c1OC	-28	4	-0.5	1	-18	0	nt	nt
COc1cc(OC)nc(C(NC(=O)C2CCN(Cc3c[nH]c4ccccc34)CC2)c2ccc(Cl)cc2)n1 (stereo not drawn)	nt	-349	0.1	nt	2	3	nt	-27
COc1ccc(C=CC(=O)c2c(OC)cc(OC)c(OC)c2O)cc1	-6	2	0.7	6	0	-1	9	-2
COc1cccc(Nc2nc(-c3sc(C)nc3C)cs2)c1	12	-15	3.3	5	-1	0	nt	7
CCOc1ccccc1CNS(=O)(=O)c1ccc(-c2cnc(C3CC3)o2)cc1	-27	-25	6.1	5	-1	-2	-27	nt
Nc1cccc(C(=O)Nc2ccc(N)cc2Cl)c1	1	-3	-3.3	nt	nt	nt	nt	-7
CCN(CC)CCOc1ccc(/C(=C(/Cl)c2ccccc2)c2ccccc2)cc1	14	-19&4	-0.2&-1.0	14&3	2&1	4&1	-10&-99	-2&-3
COc1cc(S(=O)(=O)N(Cc2ccccn2)Cc2ccccc2Cl)ccc1-n1cnnn1	nt	26	nt	-5	7	-1	-14	60
CC(C)CCNC(=O)Cc1ccccc1[N+](=O)[O-]	nt	-23	nt	7	1	2	-7	-1
C[C@H]1CN([C@@H](C)CO)S(=O)(=O)c2ccc(C#CC3CC3)cc2O[C@H]1CN(C)Cc1ccc(F)cc1	-25	16	2.5	-4	19	-32	-12	9[16.7 µM]
C=CCNC(=O)c1cc(-c2ccccc2O)on1	nt	24	-1.0	-11	-1	1	nt	nt
Cn1cnc(S(=O)(=O)N2CCCCN3[C@H](CO)[C@H](c4ccc(C#CC5CCCC5)cc4)[C@H]3C2)c1	-8	-18	-2.4	nt	1	13	2	-2[16.7 µM]
CO[C@H]1CN(C)C(=O)c2cc(NC(=O)C3CCOCC3)ccc2OC[C@@H](C)N(Cc2cccnc2)C[C@H]1C	7	4	-0.6	-13	1	2	7	nt
COc1ccc(N2CCN(C(=O)COC(=O)/C=C/c3ccc(C(F)(F)F)cc3)CC2)cc1	8	4	3.6	5	-1	3	nt	nt
COc1ccc(S(=O)(=O)N2CCC(C(=O)NCc3ccncc3)CC2)cc1C	0	3	1.5	1	nt	nt	nt	-5
CCOCC(=O)Nc1cc(C)on1	-6	6	-4.5	8	5	1	nt	-6
CCc1ccc(C(=O)NNC(=O)C2CSC3(C)CCC(=O)N23)cc1 (stereo not drawn)	18	-5	-0.9	0	1	3	nt	nt
C[C@@H]1CCCCO[C@@H](CN(C)S(=O)(=O)c2ccc(Cl)cc2)[C@@H](C)CN([C@H](C)CO)C(=O)c2cc(NC(=O)CCCCCC(=O)Nc3ccccc3N)ccc2O1	18	nt	1.3	-3	-1	-9	4	-3[16.7 µM]
O=C(Nc1nc(=O)n(C(=O)C2CC2)s1)c1ccccc1	-11	11	-1.7	nt	-1	-3	9	-4
Cc1noc(C)c1NC(=O)Nc1cccc2c1O[C@@H](CN(C)C(=O)Nc1cccc3ccccc13)[C@@H](C)CN([C@H](C)CO)C2=O	4	-7	1.7	nt	1	-3	2	-11[16.7 µM]
Cc1ccccc1-n1nc2c(c1NC(=O)c1ccc3c(c1)OCO3)CS(=O)(=O)C2	11	9	-0.8	-3	-2	-5	0	-2
N#C[C@H]1[C@H](c2ccc(C#CC3CCCC3)cc2)[C@@H](CO)N1C(=O)Nc1ccc(F)cc1	-10	21	2.2	-10	-2	0	8	nt
O=C(CN1C(=O)C2CC=CCC2C1=O)Nc1nnc(SCc2ccc(F)cc2)s1 (stereo not drawn)	nt	0	nt	-5	0	3	4	-6
C[C@@H]1CN([C@H](C)CO)C(=O)c2cc(NS(=O)(=O)c3ccc(Cl)cc3)ccc2O[C@@H](C)CCCCO[C@H]1CN(C)S(=O)(=O)c1cccs1	-5	nt	-0.4	-14	-1	2	2	-7[16.7 µM]
Cc1cccc2c(=O)c(C(=O)NCc3cccs3)c[nH]c12	6	20	-2.4	nt	-4	2	-9	2
O=C(COC(=O)c1ccco1)Nc1nc2ccc([N+](=O)[O-])cc2s1	3	nt	2.7	10	3	-5	21	-2
Cc1nc(C)n(CCNC(=O)c2ccco2)n1	16	4	2.1	6	-2	-2	2	3
CCCC#Cc1ccc([C@H]2[C@@H](CO)N3CCCCN(Cc4ccncc4)C[C@H]23)cc1	-2	12	1.2	nt	-2	-6	-7	0[16.7 µM]
CN1[C@@H]2c3ccc(-c4ccccc4)c(=O)n3C[C@@H]2[C@@H](CO)[C@@H]1C(=O)NC1Cc2ccccc2C1	-6	5	-1.8	nt	-1	-1	nt	-5[16.7 µM]
N#C[C@H]1[C@H](c2ccc(C#CC3CCCCC3)cc2)[C@@H](CO)N1C(=O)c1cccc(F)c1	7	16	2.6	-2	4	-2	-39	nt
COc1cccc(-c2ccc([C@@H]3[C@@H](CO)N(C(=O)c4ccccn4)[C@H]3C#N)cc2)c1	5	15	-2.4	-7	-1	1	-9	nt

Entries from the list above that have fluorine, in the order listed:
SMILES	INS-1E GSIS act	Statin myotox sup	CFTR F508del cor	FN deposit inh	Cneo AK release	PglD DTNB	PGC1a acetyl inh	miR-122 sensor
O=S(=O)(Nc1ccon1)c1ccc(F)c(F)c1	16	nt	-0.2	7	2	-1	0	-1
CC(=O)C(CC(=O)N1CCCc2ccccc21)C(=O)Nc1ccc(F)cc1 (stereo not drawn)	nt	4	nt	0	2	-3	-7	-3
Cn1cc(S(=O)(=O)N2CCCC2)cc1C(=O)NCc1ccc(F)cc1	nt	19	0.9	-8	-3	-5	nt	nt
O=c1cc(-c2ccccc2)nc(SCc2ccc(F)cc2)[nH]1	0	8	nt	1	nt	nt	nt	2
Cc1ccc(C(=O)C2=C(O)C(=O)N(c3ncccn3)C2c2ccc(F)cc2)o1 (stereo not drawn)	-20	5	1.7	-7	-1	-13	0	-10
C[C@H]1CN([C@@H](C)CO)S(=O)(=O)c2ccc(C#CC3CC3)cc2O[C@H]1CN(C)Cc1ccc(F)cc1	-25	16	2.5	-4	19	-32	-12	9[16.7 µM]
COc1ccc(N2CCN(C(=O)COC(=O)/C=C/c3ccc(C(F)(F)F)cc3)CC2)cc1	8	4	3.6	5	-1	3	nt	nt
N#C[C@H]1[C@H](c2ccc(C#CC3CCCC3)cc2)[C@@H](CO)N1C(=O)Nc1ccc(F)cc1	-10	21	2.2	-10	-2	0	8	nt
O=C(CN1C(=O)C2CC=CCC2C1=O)Nc1nnc(SCc2ccc(F)cc2)s1 (stereo not drawn)	nt	0	nt	-5	0	3	4	-6
N#C[C@H]1[C@H](c2ccc(C#CC3CCCCC3)cc2)[C@@H](CO)N1C(=O)c1cccc(F)c1	7	16	2.6	-2	4	-2	-39	nt
